Bioassay records from PubChem BioAssay.
Growth percent in the NCI-60 one-dose screen (48 h, 10 µM unless noted): 100 = growth as untreated, 0 = no growth, -100 = all killed.
786-0 = 786-0 renal cancer cells | 81,000 tested, 5.1% active | AID 1794775
TK-10 = TK-10 renal cancer cells; 81,000 tested, 3.9% active; AID 1794769
SN12C = SN12C renal cancer cells; 81,000 tested, 3.8% active
IGROV1 = IGROV1 ovarian cancer; 79,000 tested, 4.7% active; AID 1794786
ACHN = ACHN renal cancer; 81,000 tested, 4.9% active
UO-31 = UO-31 renal cancer | 81,000 tested, 5.2% active
RXF 393 = RXF 393 renal cancer cells | 77,000 tested, 6.9% active
SK-OV-3 = SK-OV-3 ovarian cancer cells. 80,000 tested, 3.2% active
* marks the source's active call; other numbers are inactive results; · = no result given; & = joins results of further samples; [ ] = remark or other dose. How the source made its calls: active means growth percent below 10; inactive means the rest.

The line under a structure holds: RXF 393, ACHN, SK-OV-3, IGROV1, TK-10, UO-31, 786-0, SN12C
O=[N+]([O-])c1cnc(Sc2ccncn2)c([N+](=O)[O-])c1
 : 94, -30*, 97, 117, -38*, 49, 106, 97
CCCCNC(=O)NS(=O)(=O)c1ccc(C)cc1
 : 98&114&127, 105&108&102, 103&108&106, 128&104&110, 100&99&113, 93&88&90, 104&101&98, 112&104&102
N#CCC(=O)N1CCCC1
 : 110, 111, 101, 102, 112, 92, 99, 93
CCCCN(CCCC)C1CCCC(OC(=O)NC)C1 (centres undefined)
 : 110, 102, 109, 88, 111, 83, 117, 98
CN(C)c1ccc(/C=N/NC(=O)c2cnc3n(c2=O)CCCCC3)cc1
 : 106, 100, 102, 102, 107, 74, 107, 95
O=C(CSc1nnc(-c2cccs2)n1CC1CCCO1)NN1C(=O)NC2(CCCCC2)C1=O (centres undefined)
 : 97, 112, 121, 87, 98, 83, 94, 105
COc1cc(C(=O)N(C)C2CCCCC2)cc(OC)c1OC
 : 100, 105, 92, 104, 99, 86, 127, 101
O=C(Cn1c(=O)[nH]c2ccccc2c1=O)NCC(=O)N/N=C/c1ccco1
 : 92, 98, 91, 103, 96, 82, 96, 88
CCc1c(C)c2cc3c(c(C)c2oc1=O)OCC(c1ccc(Br)cc1)=N3
 : 110, ·, 92, 93, 92, 84, 102, 97
CN(C)c1ccc(NC(=S)Nc2ccc(N(C)C)cc2)cc1
 : 108, 104, 105, 104, 93, 86, 103, 102
N#C/C(=C\N1C(=O)/C(=C/c2cccc([N+](=O)[O-])c2)SC1=S)c1nc2ccccc2s1
 : 105, 81, 78, 84, 120, 56, 88, 95
COc1ccc(C(=O)c2sc3nc(-c4cnccn4)cc(-c4cccs4)c3c2N)cc1
 : 110, 106, 116, 106, 126, 93, 107, 95
CN[C@@H]1C(O)[C@@H](O[C@@H]2[C@@H](O)[C@H](O[C@H]3OC(CN)=CC[C@H]3N)[C@@H](N)C[C@H]2N)OC[C@]1(C)O (some centres undefined)
 : 127, 100, 110, ·, 109, ·, 112, 108
CCCCCCN=C(N)CCCCCCCCCCC(N)=NCCCCCC
 : 36, 49, 31, ·, 56, 79, 37, ·
Nc1c(C(=O)Nc2ccccc2)sc2ncccc12
 : 124, 100, 88, 68, 137, 62, 105, 97
COc1cc2oc3c(C)c(=O)cc4oc(-c5ccccc5)cc(c2c2c1CCC(c1ccccc1)O2)c43 (centres undefined)
 : 111, 93, 127, 116, 110, ·, 114, 102
C#Cc1cccc(Oc2ccccc2NC(=O)C=C)c1
 : ·, 107[8.25 µM], 112[8.25 µM], 102[8.25 µM], 116[8.25 µM], 68[8.25 µM], 96[8.25 µM], 89[8.25 µM]
CNS(=O)(=O)N1CCc2c(Br)c3c(c(OC)c2C1CCc1ccccc1)OCO3 (centres undefined)
 : -60*, 0.3*, 16, -6.7*, -0.4*, -20*, -45*, -89*
COC(=O)COc1ccc(Cl)cc1
 : 106, 117, 110, 126, 116, 95, 108, 99
CC(=O)OCC(=O)[C@@]1(O)CC[C@H]2[C@@H]3CCC4=CC(=O)C=C[C@]4(C)[C@H]3C(=O)C[C@@]21C
 : 123, 102, 109, 82, ·, 110, 112, 108

(further entries)
The line under a structure holds: RXF 393, ACHN, SK-OV-3, IGROV1, TK-10, UO-31, 786-0, SN12C
CC(C)(C)OC(=O)CSC#N
 : 101, 103, 108, 107, 104, 92, 102, 104
N=c1ccccn1CCO
 : 114, 102, 100, 112, 109, 85, 102, 98
Cc1nc2ccccc2c(/C=C/c2ccc(Cl)cc2)c1C(=O)/C=C/c1ccc(Cl)cc1
 : -72*, -90*, 28, -52*, -6.6*, -86*, ·, -62*
COc1cc2oc(-c3cccc(NC(=O)[C@H](C)N)c3)cc(=O)c2c(OC)c1OC
 : 91, 97, 126, 110, 92, 79, 91, 107
C=CCn1c(C)nc2cc(Nc3nc(N4CCOCC4)nc4ccccc34)ccc21
 : 105, 98, 128, 105, 115, 85, 91, 103
NS(=O)(=O)c1ccc(C(=O)N=Nc2c(O)n(Cc3ccc(F)cc3)c3ccccc23)cc1
 : 100, 95, 105, 108, 106, 79, 101, 100
CN(CCNc1ccc(C(=N)N)cc1)c1ccc(C(=N)N)cc1
 : 109, 78, 119, 37, 94, 88, 102, 39
COc1ccc(-c2nnc(SCC(=O)Nc3ccc(C(=O)/C=C/c4ccc(Cl)cc4)cc3)n2-c2ccccc2)cc1
 : 106, 107, 100, 93, 109, 74, 97, 101
Nc1nc2c(C(=O)Nc3ccc(Cl)cc3)c(Nc3ccccc3)nn2c(-c2ccc(Br)cc2)c1-c1nc2ccccc2s1
 : 106, 96, 106, 93, 144, 65, 109, 97
COC(=O)c1c2c(c(C)[n+]([O-])c1C)C(=O)C=C(NCc1ccc(Br)cc1)C2=O
 : -46*, -73*, -11*, -53*, 2.5*, -86*, -8.3*, -78*
CCOC(=O)C(Cc1ccccc1)n1c(O)c(C=N)sc1=S (centres undefined)
 : 103, 95, 96, 73, 79, 70, 90, 80
O=C1C(=O)c2cccnc2-c2ncccc21
 : ·, -69*, -33*, -54*, -24*, -71*, -94*, -14*
Cc1nc(=S)c2ccccc2[nH]1
 : ·, 98, 81, 102, 120, 68, 100, 96
COc1cc(-c2n[nH]nc2-c2ccccn2)cc(OC)c1OC
 : ·, 95, 98, 78, 151, 88, 96, 90
Cc1cc(=O)oc2cc(OCCCCOc3ccc(/C=C/C(=O)Nc4cccc([N+](=O)[O-])c4)cc3)ccc12
 : ·, 101, 119, 98, 111, 89, 96, 94
CCn1cc(CNc2ccc(C(=O)Nc3cc4cc(OC)c(OC)cc4c(C)n3)cc2)cn1
 : 80, 61, 57, 73, 53, 20, 70, 79
COC(=O)c1c2c(c(C)[n+]([O-])c1C)C(=O)C=C(NCc1ccc(F)c(F)c1)C2=O
 : -51*, -78*, ·, -67*, 4.0*, -71*, -3.8*, -94*
O=C(Cc1ccccc1[N+](=O)[O-])NCC1(c2cccc3c2OCO3)OCCO1
 : 96, 104, 91, 102, 98, 79, 101, 101
c1cnc2nc(CSc3nnc4ccc(-c5ccncc5)nn34)oc2c1
 : 113, 102, ·, 109, ·, 78, 107, 105
O=C(O)c1ccc(-c2nn(-c3ccc(C(=O)O)cc3)cc2/C=N/NC(=O)c2ccccc2O)cc1
 : 97, 99, 113, 101, 99, 75, 99, 97

Carrying on.
The line under a structure holds: RXF 393, ACHN, SK-OV-3, IGROV1, TK-10, UO-31, 786-0, SN12C
O=C(O)/C=C\C(=O)ONCc1ccccc1
 : 107, 98, 93, 101, 94, 87, 100, 101
c1cc2n(c1)CCc1cnc(NC3CCCC3)nc1-2
 : 96, 95, 106, 111, 91, 103, 98, 101
COc1ccc(/C=N/NC(=O)c2cnn3c2NC(c2ccccc2)C3)cc1OCc1ccccc1 (centres undefined)
 : 88, 94, 88, 93, 93, 75, 86, 99
O=C1CCN2NC(=O)c3ccccc3N=C2N1
 : 110, 104, 108, 101, ·, 87, 104, 108
CC1(c2ccc(Cl)cc2)SCCS1
 : 113, 109, 106, 110, 110, 98, 106, 101
O=C1C(Cl)=C(SC2=NCCN2)C(=O)c2ccccc21
 : 121, 83, 94, 50, 173, 48, 99, 74
COc1ccc2[nH]c(=O)cc(-n3nc(C#N)c(C#N)c3N)c2c1
 : 110, 93, 78, 86, 109, 72, 97, 101
COc1cc(C(C)(C)C)cc(CN(C)C)c1O
 : ·, 107, 101, 105, 104, 107, 97, 112
COc1cccc(C(=O)Nc2cccc(-c3cc(=O)c4ccccc4o3)c2)c1OC
 : ·, 103, 110, 102, 111, 94, 97, 90
O=C(O)CCCOc1ccccc1
 : 104, ·, 107, 113, 95, 95, 98, 106
CC(=O)OCC(OC(C)=O)C(OC(C)=O)C(OC(C)=O)C(OC(C)=O)C(/C=N/Nc1ccccc1)=N/Nc1ccccc1 (centres undefined)
 : 77, 56, 85, 60, 91, 49, 64, 79
c1ccc(Cc2nc3ccccc3[nH]2)cc1
 : 105, 101, 101, 104, 104, 88, 105, 97
CC(=O)NNC(=O)c1ccccn1
 : ·, 105, 106, ·, 90, 94, 103, 95
CCN(C(=O)N(CC)c1ccccc1)c1ccccc1
 : 110&131, 97&98, 99&91, 103&101, 107&87, 79&94, 109&91, 114&96
Cc1ccc2nc(-c3ccc(C(=O)N/N=C/c4ccc(O)cc4)cc3)[nH]c2c1
 : 103, 95, ·, 103, 104, 90, 99, 101
CC(C)(C)OC(=O)NC1CCN(c2ccc3nnc(Cl)n3n2)CC1
 : 123, 103, 92, 108, 101, 88, 103, 101
C#C[C@]1(O)CC[C@H]2[C@@H]3CC=C4c5sc(-c6ccc(Br)cc6)nc5CC[C@]4(C)[C@H]3CC[C@@]21C
 : 95, 99, 102, 106, 116, 87, 107, 94
Cc1nn(-c2ccc(Cl)cc2)c(=O)n1CCOc1ccc(Cl)c2cccnc12
 : 103, 106, 105, 101, 117, 72, 88, 99
CCCC(=O)Nc1ccccc1C(=O)O
 : 94, 108, 104, 110, 92, 91, 112, 109
CCN1C(=O)N(c2ccccc2)C2NN=c3s/c(=C4\C(=O)N(C(C)C)c5ccccc54)c(=O)n3C21 (centres undefined)
 : -6.1*, 37, ·, 29, 75, 56, 28, 39

Rewritten as a markdown table: two of the compounds above.
| molecule | RXF 393 | ACHN | SK-OV-3 | IGROV1 | TK-10 | UO-31 | 786-0 | SN12C |
| --- | --- | --- | --- | --- | --- | --- | --- | --- |
| CCCC(=O)Nc1ccccc1C(=O)O | 94 | 108 | 104 | 110 | 92 | 91 | 112 | 109 |
| CCN1C(=O)N(c2ccccc2)C2NN=c3s/c(=C4\C(=O)N(C(C)C)c5ccccc54)c(=O)n3C21 (centres undefined) | -6.1* | 37 | · | 29 | 75 | 56 | 28 | 39 |

Other entries follow.
The line under a structure holds: RXF 393, ACHN, SK-OV-3, IGROV1, TK-10, UO-31, 786-0, SN12C
CS(=O)(=O)N1CCN(S(=O)(=O)c2oc(-c3ccccc3)nc2C#N)CC1
 : 79, 74, 106, 96, 122, 73, 91, 97
CO[C@H]1[C@H](n2ccc(=O)[nH]c2=O)O[C@](F)(CO)[C@H]1O
 : 113, 98, 92, 99, 85, 95, 90, 88
Cc1ccc(C)c2c1CCC(C)C2O (centres undefined)
 : 119, 104, 98, 106, 104, 85, 96, 96
CCC1(c2ccccc2)SCC(c2ccccc2)=NC1=O (centres undefined)
 : 97, 89, 106, 99, 100, 74, 98, 98
CCOc1n[nH]c(-c2ccccc2)n1
 : 110, 95, 93, 83, 120, 76, 105, 99
CCC(=O)Oc1ccc(/C=N/NC(N)=S)nc1
 : 61, 8.6*, 78, 45, 86, 30, 24, 32
Cn1nc(C(C)(C)C)cc1NC(=O)Cc1ccc(/C=C2\C(=O)Nc3ccccc32)cc1
 : 71, 37, 61, 59, 91, 53, 72, 62
O=c1[nH]c(CN2CCCC2c2nc3ccccc3s2)nc2sc3c(c12)CCC3 (centres undefined)
 : 39, 101, 109, 57, 116, 76, 101, 97
Cn1ccnc1
 : 122, 104, 124, 114, 106, 84, 103, 103
COc1cc(NC(=O)C(C)C)ccc1C(=O)NC(=S)Nc1ccc(S(N)(=O)=O)cc1
 : 89, 103, 112, 97, 95, 90, 80, 100
Cc1ccc(S(=O)(=O)NNC(=O)C(Cl)(c2ccccc2)c2ccccc2)cc1
 : 115, 100, 93, ·, 99, ·, 100, 102
Cc1ccc(S(=O)(=O)c2nc(S(=O)(=O)c3ccc(Cl)cc3)c(N3CCN(C)CC3)s2)cc1
 : 38, 75, 148, 88, 141, 63, 69, 57
Cc1oc2nc[nH]c(=O)c2c1C(=O)/C=C/c1ccc(Cl)cc1Cl
 : ·, 66, ·, 89, 123, 68, 84, 67
CSc1nc(-c2cccs2)c2c(N)nn(S(=O)(=O)c3ccc(Cl)cc3)c2n1
 : 95, 99, 85, 93, 111, 70, 93, 90
CC(=O)CC(=O)Nc1nc(C)cs1
 : 102, 106, 102, 84, 119, 98, 83, 98
COc1cc(Cn2c(-c3ccccc3)cc3c2-c2oncc2CC3)cc(OC)c1
 : 34, 35, 0.5*, 8.0*, 57, 9.9*, 38, 24
Cc1c(C(=O)Nc2nc3ccccc3s2)cnn1-c1c(F)cccc1Br
 : 81, 87, 95, 66, 116, 38, 83, 90
CCCCN1CCCn2c1nc1c2c(=O)n(CCC)c(=O)n1CCC
 : 91, 88, 101, 110, 97, 77, 96, 93
CCCCCCCCCCOC(=O)c1ccc(Cl)cc1
 : 113, 104, 109, 117, 102, 98, 101, 108

Some of the entries so far, as labelled records.
> Cc1ccc(C)c2c1CCC(C)C2O (centres undefined)
  RXF 393 = 119
  ACHN = 104
  SK-OV-3 = 98
  IGROV1 = 106
  TK-10 = 104
  UO-31 = 85
  786-0 = 96
  SN12C = 96

> CCC1(c2ccccc2)SCC(c2ccccc2)=NC1=O (centres undefined)
  RXF 393 = 97
  ACHN = 89
  SK-OV-3 = 106
  IGROV1 = 99
  TK-10 = 100
  UO-31 = 74
  786-0 = 98
  SN12C = 98

> CCOc1n[nH]c(-c2ccccc2)n1
  RXF 393 = 110
  ACHN = 95
  SK-OV-3 = 93
  IGROV1 = 83
  TK-10 = 120
  UO-31 = 76
  786-0 = 105
  SN12C = 99
